PostGolgi ctrl: growth inhibition of yeast control strain, primary screen, counter-screen for post-Golgi transport modulator project; efflux-deficient yeast background strain, growth absorbance A615, 16 h; inhibition, % at 10 µM; 98,000 compounds, 5% hits
CYP2C9 inh: blockers of cytochrome P450 2C9 activity – biochemical, luminescence, ADME assay, primary screen. P11712. CYP2C9 Supersomes, luciferin-H conversion. inhibition, % at 5 µM. 96,000 compounds, 20% hits. AID 777, 2007;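 active = blocking of liver enzyme CYP2C9 beyond about 50% at 5 µM, limit read from the data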; note: values of inactives mirror those of a sister screen read the other way
DAT uptake mod: changed hDAT dopamine uptake under cocaine IC80, either direction, primary screen, cocaine antagonist project, cell-based, LLC-PK1 hDAT, [14C]-dopamine uptake, MLSMR. 110,000 compounds, 1.3% hits. Sodium-dependent dopamine transporter (Homo sapiens), Q01959. LLC-PK1 hDAT cells, [14C]-dopamine uptake with cocaine IC80; actives deviate in either direction. B-score at 10 µM;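 active = Z score or B-score, a plate-position-corrected score, falls beyond the plate's 99.7% confidence bounds, in either direction; inactive = both scores lie inside the 99.7% bounds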;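 note: scored against the spread of the other compound wells on the same plate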
PTPN22 inh 2: PTPN22 phosphatase inhibitors, primary screen, biochemical, DiFMUP fluorescence, 2 µM; Tyrosine-protein phosphatase non-receptor type 22 (Homo sapiens), Q9Y2R2; recombinant LYP catalytic domain; inhibition, % at 2 µM; 96,000 compounds, 0.21% hits;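 active = inhibition at 2 µM at or above a set limit, the screen mean plus 3 SD, cut at about 24% in these data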;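 note: 0% = DMSO with enzyme and 100% = enzyme fully blocked by orthovanadate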
CYP2C9 activ: human CYP2C9 activators, primary screen, biochemical, luminescence | activation factor at 5 µM | 96,000 compounds, 1.4% hits | Cytochrome P450 2C9 (Homo sapiens), P11712 | recombinant CYP2C9, luciferin-H conversion; active compounds read high; factor 1 = untreated enzyme, 0 = blocked | AID 1024, 2008;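 active = activation factor of 2 or more for CYP2C9 at a 5 µM dose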;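 note: 0 = sulfaphenazole-blocked wells and 1 = vehicle-only wells; values of inactives mirror those of a sister screen read the other way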
LYP act: LYP phosphatase activators, primary screen, biochemical, DiFMUP fluorescence, 2 µM; 96,000 compounds, 0.11% hits; activation, % at 2 µM; Tyrosine-protein phosphatase non-receptor type 22 (Homo sapiens), Q9Y2R2; AID 697, 2007; recombinant LYP; 0 = plate median, 100 = signal doubled;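 active = activation at 2 µM above a set limit, the mean plus 5 SD, cut at about 37% in these data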
PTK2B oligo ant: antagonists of Pyk2 self-association, primary screen, Q293 cells, FERM NanoBiT luminescence, HTS. Protein-tyrosine kinase 2-beta (Homo sapiens), Q14289. active compounds read low. z-score (the deposit names both 25 µM and 10 µM). 99,000 compounds, 0.83% hits;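 active = Z-score of -3 or lower, scaled per plate to the spread of control and sample wells; inactive = z-score above -3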;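 note: negative z-score means lost luminescence so less FERM oligomerization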
Target sequence (Q14289 whole entry, looked up): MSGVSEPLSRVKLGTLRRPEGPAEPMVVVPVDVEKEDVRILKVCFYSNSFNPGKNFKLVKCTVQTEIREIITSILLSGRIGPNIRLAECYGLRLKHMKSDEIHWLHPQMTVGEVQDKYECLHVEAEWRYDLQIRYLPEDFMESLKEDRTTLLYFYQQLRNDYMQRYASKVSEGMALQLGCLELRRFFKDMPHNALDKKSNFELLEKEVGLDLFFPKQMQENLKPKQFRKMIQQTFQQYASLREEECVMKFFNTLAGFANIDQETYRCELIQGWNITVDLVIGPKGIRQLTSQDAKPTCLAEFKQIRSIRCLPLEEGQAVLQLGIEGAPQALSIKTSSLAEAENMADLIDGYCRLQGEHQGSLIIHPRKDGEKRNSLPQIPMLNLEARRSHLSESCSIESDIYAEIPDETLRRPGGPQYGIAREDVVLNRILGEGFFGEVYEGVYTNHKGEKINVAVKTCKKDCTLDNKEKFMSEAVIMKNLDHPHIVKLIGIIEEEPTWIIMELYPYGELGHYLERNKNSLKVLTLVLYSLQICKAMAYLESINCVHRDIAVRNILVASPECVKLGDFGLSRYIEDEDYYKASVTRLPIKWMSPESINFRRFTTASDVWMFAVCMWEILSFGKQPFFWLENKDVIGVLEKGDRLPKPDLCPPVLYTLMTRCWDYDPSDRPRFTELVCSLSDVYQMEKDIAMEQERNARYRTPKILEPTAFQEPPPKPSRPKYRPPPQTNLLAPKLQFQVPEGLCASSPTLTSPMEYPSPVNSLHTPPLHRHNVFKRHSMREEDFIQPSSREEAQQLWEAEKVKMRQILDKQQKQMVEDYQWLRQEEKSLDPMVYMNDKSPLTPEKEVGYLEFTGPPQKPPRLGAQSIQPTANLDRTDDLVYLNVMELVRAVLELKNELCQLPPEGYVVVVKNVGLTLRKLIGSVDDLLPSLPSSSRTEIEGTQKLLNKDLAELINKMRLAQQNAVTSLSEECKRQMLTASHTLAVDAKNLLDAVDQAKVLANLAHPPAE
PostGolgi yeast: phenotypic screen on post-Golgi transport, primary screen. 98,000 compounds, 0.9% hits. inhibition, % at 10 µM. post-Golgi transport phenotypic cell assay;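 note: yeast cells grown in 1536-well plates; yeast grown about 18 h at 30C before absorbance read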
E coli WT exp: growth inhibitors of wild-type E. coli, primary screen, strain BW25113, expanded library, OD600 | OD600 absorbance | growth inhibition, % at 100 µM | 98,000 compounds, 0.15% hits;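 active = growth inhibition above about 50% at one test dose, limit read from the data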;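 note: growth measured after 20 h incubation at 37 °C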
* marks the source's active call; other numbers are inactive results; nt = not tested or not shown. Cut-off read from the data, not from the text of the source, unless noted: active = inhibition above about 30%; inactive = the rest.

SMILES	PostGolgi ctrl	CYP2C9 inh	DAT uptake mod	PTPN22 inh 2	CYP2C9 activ	LYP act	PTK2B oligo ant	PostGolgi yeast	E coli WT exp
O=c1c2ccccc2nc(SCc2cccc(F)c2)n1Cc1ccco1	31*	69*	1.3	-4	0.3	1	-0.33	4	-2
CC(C)CCN1CN(S(=O)(=O)c2cccs2)c2nc3ccccc3nc21	7	14	0.25	5	0.9	-4	-0.6	4	-5
COc1ccc(-c2nc(C#N)c(NCCCN3CCOCC3)o2)cc1	-5	49	nt	0	0.5	-2	nt	-4	4
O=C(Cn1cc(C(=O)C2CC2)c2ccccc21)NCc1ccccc1	nt	nt	-0.009	-1	nt	0	-0.64	nt	nt
COc1ccc(N2CCN(C(=O)Cn3nnc(-c4cccs4)n3)CC2)cc1	-1	-7	0.62	-5	1.1	4	0.08	8	1
O=C(COc1ccc(Cl)cc1Cl)NCCCn1ccnc1	22	97*	0.87	13	0	-14	0.33	0	8
OCCN(Cc1ccccc1)Cc1ccc(F)c(F)c1	5	30	-0.68	-2	0.7	1	-0.6	-3	15
CCOC(=O)CC(=O)CSc1nc(-c2ccc3c(c2)OCO3)cc(C(F)(F)F)c1C#N	7	53*	-1.5	8	0.5	-3	-1.1	-5	-14
O=C(c1ccc2ccccc2n1)N1CCN(c2ccccc2O)CC1	11	41	0.023	10	0.6	-6	-0.79	0	1
COc1ccc(Cl)cc1S(=O)(=O)N1CCN(c2ccc(F)cc2)CC1	23	-220	0.0026	5	3.2*	-1	-2.4	-9	-12
Cc1ccc2[nH]c(C(=O)O)c(-c3ccccc3)c2c1	0	9	0.87	-5	0.9	4	1.1	20	-3
COc1ccc(CNC(=S)Nc2ccccc2C)cc1	26	7	0.94	0	0.9	0	-0.06	-1	4
COC(=O)c1ccc(NC(=O)NS(=O)(=O)c2ccc(C)cc2)cc1	-3	-13	0.71	6	1.1	-9	0.41	18	4
CCCC(=O)Nc1ccc2nc(SCC(=O)Nc3ccc(N4CCOCC4)c(Cl)c3)sc2c1	-1	69*	-0.49	4	0.3	1	-3.5*	-1	-14
COc1nc(C)ccc1-c1noc(-c2ccncc2)n1	0	nt	-0.71	-14	nt	12	0.55	-9	4
Cc1onc(-c2ccccc2)c1C(=O)NC(C)C	7	8	0.027	nt	0.9	nt	nt	-4	4
Cc1ccc(C(=O)CSc2n[nH]c(C)n2)cc1	-1	-15	0.21	-3	1.1	2	-0.33	7	9
CCc1ccc(C2C(C#N)=C(N)SC(N)=C2C#N)s1	3	76*	0.14	nt	0.2	nt	-0.18	-9	3
CCOC(=O)C1CCN(CC(=O)Nc2c(C(=O)OC)n(C)c3cccc(C)c23)CC1	4	18	-0.0026	-5	0.8	3	1.7	11	0
O=C(Nc1ccc(Cl)c(Cl)c1)OCCNC(=O)c1cccc(Cl)c1	9	41	-0.77	9	0.6	-8	0.91	3	5
CCOC(=O)c1nnn(-c2nonc2-n2cccc2)c1CN1CCOCC1	-2	17	-0.53	-4	0.8	7	-0.67	-20	7
COc1ccccc1CNC(=O)c1ccc(S(=O)(=O)N2CCCC2)cc1	17	47	-0.1	-4	0.5	0	-0.31	3	-3
Cc1cccc(C)c1OCCCCCNCCO	18	4	0.54	-11	1	11	-0.56	22	-4
CCCCn1c(CN(Cc2ccccc2)Cc2ccccc2)nc2c1c(=O)n(C)c(=O)n2C	nt	nt	0.24	2	nt	-3	0.25	nt	nt
O=S(=O)(c1ccc(Cl)c(C(F)(F)F)c1)N1CCN(CC(O)COCC2CCCO2)CC1 (centres undefined)	21	-100	0.0016	nt	2*	nt	2.2	13	-2
SMILES	PostGolgi ctrl	CYP2C9 inh	DAT uptake mod	PTPN22 inh 2	CYP2C9 activ	LYP act	PTK2B oligo ant	PostGolgi yeast	E coli WT exp
N#Cc1ccc(Cl)cc1NC(=O)COC(=O)c1ccc2c(c1)OCCO2	6	15	-1	-12	0.8	15	0.64	8	0
C=CCOC(=O)C1=C(C)NC(=O)NC1/C=C/c1ccccc1 (centres undefined)	24	28	0.023	-8	0.7	8	-0.78	14	-10
COc1ccc2cc(C3(C)NC(=O)NC3=O)ccc2c1 (centres undefined)	-12	-9	-0.001	-3	1.1	0	-0.49	0	0
O=C(c1cc2ccccc2oc1=O)N1CCN(c2ncccn2)CC1	6	4	2.9*	1	1	1	0.79	7	4
CCOC(=O)C1CCCN(C(=O)c2cnn3c(C(F)(F)F)cc(-c4ccccc4)nc23)C1 (centres undefined)	7	46	-0.019	-3	0.5	4	0.07	4	18
CCOC(=O)c1c(-c2ccc(OC)cc2)csc1NC(=O)CNCc1ccco1	85*	70*	0.02	9	0.3	-6	-2.3	1	-23
O=C(c1cc2ccccc2oc1=O)N(Cc1ccco1)CC1CCCO1 (centres undefined)	-3	55*	0.13	-1	0.5	0	0.96	2	-3
COc1cccc(-c2nc(CS(=O)CC(=O)NC3CCCC3)c(C)o2)c1 (centres undefined)	-1	57*	0.013	nt	0.4	nt	nt	9	-3
COc1ccc2nc(SCC(=O)N3CC(=O)Nc4ccccc43)c(C#N)cc2c1	-6	22	-1	12	0.8	-11	-0.05	-9	-11
O=C(Nc1ccccc1)Nc1nncs1	-2	21	-0.29	-5	0.8	3	-0.6	-8	8
Cn1c(=O)c2c(ncn2CC(COCc2ccc(Cl)cc2)OCc2ccc(Cl)cc2)n(C)c1=O (centres undefined)	20	-18	1.4	-11	1.2	12	1.3	-2	-15
CCOC(=O)c1c(NC(=O)CSc2nnc(-c3ccc(C)cc3)o2)sc(C(C)=O)c1C	10	48	0.019	15	0.5	-15	1.7	0	-2
CC(C)(C)NC(=O)CN(C(=O)CNC(=O)c1cccs1)c1ccc2c(c1)OCCO2	6	80*	0.74	6	0.2	-4	-0.53	-8	-7
O=C(Nc1cccc(O)c1)c1cnn2cccnc12	-5	28	-0.86	-5	0.7	7	1.4	-4	1
COc1ccc(C(CC(=O)O)NC(=O)OC(C)(C)C)cc1 (centres undefined)	nt	nt	-0.73	-2	nt	2	1.9	nt	nt
O=C(Cn1ncc2c3ccccc3n(Cc3ccccc3)c2c1=O)N1CCN(c2ncccn2)CC1	22	77*	1.8*	6	0.2	-7	-0.44	-1	-14
Cc1cnc(NC(=O)c2ccc3c(c2)C(=O)N(Cc2ccco2)C3=O)s1	17	23	-0.26	2	0.8	2	0.45	-6	-5
CCOC(=O)c1c2n(c3c(NCc4ccccc4)ncnc13)CCCC2	4	77*	2.3*	4	0.2	-5	-0.29	2	6
CCOC(=O)c1c(C)[nH]c(C)c1C(=O)CSc1nc(N)cc(=O)[nH]1	12	50	0.15	10	0.5	-10	0.27	-19	2
Cc1cc(C(=O)OCC(=O)NC2CCCCC2)c(C)o1	3	-39	-0.21	-13	1.4	14	0.15	-1	-7
COc1ccc(C(c2nnnn2C2CCCC2)N2CCC(C(N)=O)CC2)c(OC)c1 (centres undefined)	-4	4	-0.7	nt	1	nt	-0.35	-3	10
O=C(Nc1nsc(-c2ccccc2)n1)c1ccncc1	28	46	0.94	-7	0.5	4	-1.1	5	2
O=C(Cn1nc(-c2ccccc2)nc1-c1ccccc1)N1CCOCC1	2	5	0.92	10	1	-10	-0.43	0	-3
OC(c1ccc(Cl)cc1)C(O)c1nc2ccccc2[nH]1 (centres undefined)	1	1	0.26	15	1	-14	0.72	20	12
CC(=O)Nc1cc(C(=O)OC(C(=O)c2ccccc2)c2ccccc2)ccc1C (centres undefined)	13	60*	nt	9	0.4	-9	-1.7	-14	-9

9 consecutive entries from above, for reference:
SMILES	PostGolgi ctrl	CYP2C9 inh	DAT uptake mod	PTPN22 inh 2	CYP2C9 activ	LYP act	PTK2B oligo ant	PostGolgi yeast	E coli WT exp
O=c1c2ccccc2nc(SCc2cccc(F)c2)n1Cc1ccco1	31*	69*	1.3	-4	0.3	1	-0.33	4	-2
CC(C)CCN1CN(S(=O)(=O)c2cccs2)c2nc3ccccc3nc21	7	14	0.25	5	0.9	-4	-0.6	4	-5
COc1ccc(-c2nc(C#N)c(NCCCN3CCOCC3)o2)cc1	-5	49	nt	0	0.5	-2	nt	-4	4
O=C(Cn1cc(C(=O)C2CC2)c2ccccc21)NCc1ccccc1	nt	nt	-0.009	-1	nt	0	-0.64	nt	nt
COc1ccc(N2CCN(C(=O)Cn3nnc(-c4cccs4)n3)CC2)cc1	-1	-7	0.62	-5	1.1	4	0.08	8	1
O=C(COc1ccc(Cl)cc1Cl)NCCCn1ccnc1	22	97*	0.87	13	0	-14	0.33	0	8
OCCN(Cc1ccccc1)Cc1ccc(F)c(F)c1	5	30	-0.68	-2	0.7	1	-0.6	-3	15
CCOC(=O)CC(=O)CSc1nc(-c2ccc3c(c2)OCO3)cc(C(F)(F)F)c1C#N	7	53*	-1.5	8	0.5	-3	-1.1	-5	-14
O=C(c1ccc2ccccc2n1)N1CCN(c2ccccc2O)CC1	11	41	0.023	10	0.6	-6	-0.79	0	1

Carrying on.
SMILES	PostGolgi ctrl	CYP2C9 inh	DAT uptake mod	PTPN22 inh 2	CYP2C9 activ	LYP act	PTK2B oligo ant	PostGolgi yeast	E coli WT exp
COc1ccc(CC(=O)NCc2ccccc2)cc1S(=O)(=O)N1CCOCC1	14	5	-0.061	-5	0.9	2	-0.54	1	7
Cc1ccc(C(C2=C(O)CC(C)(C)CC2=O)C2C(=O)CC(C)(C)CC2=O)o1 (centres undefined)	23	4	0.28	3	1	3	-0.02	5	2
O=C(c1ccccc1F)N1CCN(c2ccccc2F)CC1	6	32	-0.52	nt	0.7	nt	0.94	3	3
O=C(Oc1ccc2c(c1)OCO2)c1cccs1	7	-12	-0.61	-2	1.1	-1	-0.7	-7	5
CCOc1ccccc1-c1nc(-c2ccc(NC(=O)c3ccc(Br)o3)cc2)no1	-2	-34	-1.2	-1	1.3	0	nt	-16	-2
CN(C)/C=C(/C(=O)c1ccc(Cl)cc1Cl)S(=O)(=O)c1ccccc1	12	63*	-1.6	1	0.4	-2	-0.18	-5	-2
COc1ccc(/C=C2/C(=O)N(CC3CCCO3)C(=S)N2C)c(OC)c1 (centres undefined)	9	90*	-0.059	-5	0.1	2	-1.8	-3	-5
CC1CCCN(Cc2nc3c(c(=O)n(C)c(=O)n3C)n2CC(N)=O)C1 (centres undefined)	8	-4	0.21	-7	1	3	0.51	3	-7
COCCNC(=S)NC1CC2CCCC(C1)N2Cc1ccco1 (centres undefined)	-11	17	-0.34	1	0.8	2	2.1	-3	3
CCN1C(=O)c2cccc3c(S(=O)(=O)Nc4ccc(OC)cc4OC)ccc1c23	19	96*	-1.6	-2	0	0	nt	-4	-13
Cc1cc(C)cc(OCc2nnc(SCC(=O)c3ccc(Br)cc3)o2)c1	6	-12	0.39	-1	1.1	0	1.9	4	-14
Cn1nc(-c2ccc(Cl)cc2)c2cc(C(=O)NC3CC3)sc21	8	-1	0.84	5	1	-7	nt	5	-6
CC(NC(=O)C1CC=CCC1C(=O)O)C1CC2CCC1C2 (centres undefined)	-1	13	-0.0089	-7	0.9	5	0.44	-2	1
